IMP-1 inhibitor: IMP-1 metallo-beta-lactamase inhibitors, primary screen, biochemical, epi-absorbance readout, Pseudomonas aeruginosa enzyme | metallo-beta-lactamase IMP-1 (Pseudomonas aeruginosa) | purified IMP-1, nitrocefin hydrolysis, epi-absorbance fluorescence | inhibition, % at 5.6 µM | AID 1556, 2009 | 290,000 compounds, 0.45% hits;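 active means inhibition above the mean plus 3 SD of all compounds in the same screening run, cut at about 4.5% in these data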;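 further: 0% = IMP-1 with DMSO and 100% = DMSO wells lacking enzyme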
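assay system = purified recombinant IMP-1 metallo-beta-lactamase enzyme | schedule = 15 min preincubation plus 25 min reaction at 25 °C | signal = Epi-absorbance fluorescence, 480 nm excitation, 530 nm emission | read-out basis = percent inhibition from optical density relative to buffer-blank wells | controls = IMP-1 with DMSO as 0%, enzyme-free DMSO as 100%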
NS3 helicase inh: inhibitors of HCV NS3 helicase, primary screen, biochemical, Cy5 molecular beacon fluorescence; Hepatitis C virus NS3 helicase; NS3 helicase DNA unwinding; inhibition, % at 10.9 µM; 290,000 compounds, 0.56% hits; AID 1800, 2009;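 active means inhibition above the mean of all tested compounds plus 3 SD, set per campaign, cut at about 35% in these data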;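 further: 0% = DMSO wells and 100% = thioflavine S control wells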
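test system = hepatitis C virus NS3 helicase domain fragment enzyme | reagent = annealed dual-labelled DNA beacon duplex, ATP-started | times = 1 h at 25 °C | detection = Cy5 fluorescence, 0 and 60 min reads | read-out basis = percent inhibition from t60/t0 fluorescence ratio | control set = DMSO and thioflavine S | replication = one well per compound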
IDE act: human IDE activators in live cells, primary screen, fluorescence polarization, HEK cells, FAbeta-B substrate. 340,000 compounds, 0.073% hits. Insulin-degrading enzyme (Homo sapiens), P14735. activation, % at 5.96 µM. FAbeta-B cleavage; 0% vehicle, 100% cell-free pure enzyme wells;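 active means activation above the mean of all tested compounds plus 3 SD, set per screening campaign, cut at about 17% in these data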
GalR3 antag: GalR3 antagonists in HEK293 cells, primary screen, cell-based, fluorescence readout; HEK293 GalR3-CNG cAMP membrane potential fluorescence; galR3 body fused to GalR1 C-terminus; inhibition, % at 3 µM; 360,000 compounds, 0.44% hits; AID 651719, 2012;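 active means inhibition above the screen-wide average plus 3 SD, cut at about 13% in these data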;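 further: forskolin and galanin both at EC90 stimulate the cells; cAMP rise reported by CNG channel membrane potential dye signal; 0% = forskolin plus galanin with DMSO and 100% = forskolin alone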
Target sequence (O60755 1-299 limits assumed): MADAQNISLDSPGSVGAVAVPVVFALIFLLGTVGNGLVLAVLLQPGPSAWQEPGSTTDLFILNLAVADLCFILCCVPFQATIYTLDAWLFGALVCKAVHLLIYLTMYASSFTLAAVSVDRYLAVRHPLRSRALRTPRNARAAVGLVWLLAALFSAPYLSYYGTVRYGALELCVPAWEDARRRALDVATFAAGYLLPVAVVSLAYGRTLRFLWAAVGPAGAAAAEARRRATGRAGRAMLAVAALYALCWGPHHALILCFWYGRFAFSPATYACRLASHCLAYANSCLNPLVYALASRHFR
VIM-2 inhibitor: VIM-2 metallo-beta-lactamase inhibitors, primary screen, biochemical, epi-absorbance readout, Pseudomonas aeruginosa enzyme; purified VIM-2, nitrocefin hydrolysis, epi-absorbance fluorescence; inhibition, % at 5.6 µM; 290,000 compounds, 0.89% hits; AID 1527, 2009;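 active means inhibition above the mean of all tested compounds plus 3 SD, cutoff set per screening run, cut at about 7.5% in these data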;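 further: red hydrolysis product quenches plate fluorescence so inhibitors raise well fluorescence; 0% = enzyme with DMSO and 100% = DMSO without enzyme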
IDE cell inh: human IDE inhibitors in live cells, primary screen, fluorescence polarization, HEK cells, FAbetaB substrate; FAbetaB cleavage; Insulin-degrading enzyme (Homo sapiens), P14735; inhibition, % at 5.59 µM; 320,000 compounds, 0.41% hits;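 active means percent inhibition above the average of all tested compounds plus 3 SD, set per screening campaign, cut at about 16% in these data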;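 further: IDE supplied by intact live HEK cells; FP after avidin binding of uncleaved biotin substrate so inhibition keeps polarization high; 0% = DMSO wells and 100% = 60 µM reference IDE inhibitor Ii1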
SUMO HTRF inh: inhibitors of in vitro SUMOylation cascade, primary screen, biochemical, HTRF, uHTS | HTRF SUMOylation assay, SAE1/SAE2 + UBC9 | SUMO-conjugating enzyme UBC9 (Homo sapiens), P63279 | inhibition, % at 35 µM | 290,000 compounds, 0.36% hits; in the data active means inhibition above about 50%, passing the limit was not always enough; further: strong numbers were not always called active
Target sequence (P63279 whole entry, looked up): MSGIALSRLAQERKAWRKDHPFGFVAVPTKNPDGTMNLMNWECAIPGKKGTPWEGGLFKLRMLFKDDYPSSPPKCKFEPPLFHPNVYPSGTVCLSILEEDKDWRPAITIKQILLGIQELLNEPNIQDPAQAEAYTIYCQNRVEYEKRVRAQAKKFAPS
CRFBP-R2 block: antagonists of CRF-BP/CRF-R2 complex, primary screen, cell-based, HEK293, calcium dye fluorescence, uHTS. AID 588475, 2011. 350,000 compounds, 0.59% hits. CRF-induced calcium fluorescence. inhibition, % at 11.8 µM;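 active means inhibition of the ligand-induced calcium signal above about 50% at the single tested concentration, limit read from the data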
p-CIP stab down: p/CIP-EGFP fusion destabilizers, primary screen, fluorescence, F442A cells | 290,000 compounds, 0.01% hits | 16 h | decrease of EGFP signal, % at 10 µM;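 active means EGFP signal decrease of at least 30% at 10 µM or well 3 SD below plate mean, unless failing retest; inactive means the rest, including hits failing retest or dose response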; further: some compounds called inactive have numbers as strong as hits; many of its hits are not listed in these tables
* = called active by the depositor; x = no result given.

Results follow in this order: IMP-1 inhibitor, NS3 helicase inh, IDE act, GalR3 antag, VIM-2 inhibitor, IDE cell inh, SUMO HTRF inh, CRFBP-R2 block, p-CIP stab down
> Cc1ccc(-n2ncc3c(SCc4ccccc4)ncnc32)cc1
 : -3.0, -12.7, -1.0, 2.4, -2.2, -9.1, 7.3, 2.9, 2.9
> Cc1ccc(-c2c(NCCc3ccccc3)c(=O)c2=O)cc1
 : 5.3*, -2.0, 1.8, -10.3, -0.8, 4.8, 8.9, 8.1, -6.8
> O=[N+]([O-])c1ccc(N2CCN(C(=S)c3cccc([N+](=O)[O-])c3)CC2)cc1
 : -3.6, 0.7, -1.2, -4.3, -4.2, 6.7, 25.4, 4.3, -9.0
> O=C(Nc1ncn[nH]1)c1ccc([N+](=O)[O-])cc1[N+](=O)[O-]
 : -2.0, 4.8, -0.8, 3.7, -2.9, 0.3, -8.5, 5.2, -19.1
> COc1cc(OC)c(OC)cc1/C=N/NC(=S)NCC1CCCO1 (centres undefined)
 : -2.5, -7.9, 0.9, -3.0, -1.0, 13.1, 13.3, 0.3, -1.4
> CCc1cccc(NC(=O)CN(C)C2=NS(=O)(=O)c3ccccc32)c1
 : x, x, 5.3, -4.8, x, -6.7, x, 4.5, x
> CCn1c(SCC(=O)Nc2cc(NC(C)=O)ccc2OC)nnc1-c1cccnc1
 : 0.4, 2.7, 1.2, 1.1, 1.5, 1.0, -12.1, -6.6, 1.9
> Cc1ccc(CN2CC(=O)N3[C@H]4c5cc(Cl)ccc5OC[C@@H]4[C@H](c4ccccc4)[C@]3(C)C2=O)cc1
 : x, x, 4.5, -5.0, x, 4.8, x, 72.2*, x
> COc1ccc(NS(=O)(=O)c2cc(NC(=O)C3=NN(c4ccccc4)C(=O)CC3)ccc2OC)cc1
 : x, x, -2.7, -7.4, x, -0.5, x, 16.5, x
> CCOc1ccc(C(=O)Nc2ccc(NC(=O)c3ccccc3)c(C)c2)cc1[N+](=O)[O-]
 : 4.2, -1.2, -1.4, -7.0, -1.2, x, 23.0, 1.6, -0.4
> COc1cc(O)c(C(CC(=O)N2CCCC(C)C2)c2cc(OC)c(OC)c(OC)c2)c(OC)c1 (centres undefined)
 : x, x, 1.3, -6.2, x, 1.8, 16.9, 9.7, -3.3
> Cn1c(CO)cnc1S(=O)(=O)Cc1ccc([N+](=O)[O-])cc1
 : -1.4, 6.5, 4.0, 4.2, -1.8, 3.1, 11.9, 1.0, -5.3
> CCCCOC(=O)c1ccc(NC(=S)NC(=O)c2c(Br)c(C)nn2C)cc1
 : -2.6, -4.2, 0.2, 4.3, -3.0, 0.4, 2.8, -54.7, -3.1
> C=CCNC(=O)COc1ccc(S(=O)(=O)NC2CCCCC2)cc1
 : -2.8, 8.2, 1.0, 0.2, -1.9, -1.1, 15.2, 2.1, 0.1
> Cc1ccc[n+](CC(=O)Nc2nc3ccccc3s2)c1
 : -0.7, 4.0, 3.5, -6.5, -0.6, 1.7, -7.1, -3.2, -11.2
> Cc1c(C(=O)OC2CCCC2)[nH]c2c1C(=O)CC(c1ccco1)C2 (centres undefined)
 : -3.4, 18.0, -0.7, -1.5, -0.7, -0.7, 18.0, -15.6, -22.3
> COc1cc(CC(=O)OCC(=O)Nc2cccc([N+](=O)[O-])c2)cc(OC)c1OC
 : -2.3, 9.1, 2.2, 1.1, -1.5, 1.3, 1.5, 6.9, -11.0
> Cn1c(Cc2cccs2)nnc1SCC(=O)Nc1ccc(F)cc1F
 : x, x, 1.8, 0.6, x, 5.3, x, 19.2, x
> Cc1ccc(C(=O)Cn2c(C)cc(C)c(C#N)c2=O)cc1
 : -3.9, -4.4, -0.6, -0.7, -3.7, -1.6, 3.3, 13.7, 3.3
> COc1ccc(OC)c(C(C(=O)NC2CCCCC2)N(C(=O)c2ccccn2)c2cccnc2)c1 (centres undefined)
 : -2.6, 2.1, 1.5, -7.0, -4.7, 0.6, 4.5, -3.0, -8.8
> CN(Cc1cnn(C)c1)C(=O)C1CCC(=O)N(Cc2ccc(Cl)cc2)C1 (centres undefined)
 : -1.3, -0.4, 5.1, -4.6, -4.0, 3.4, 0.2, -12.8, 9.4
> CN(C)c1ccc(/C=C(\NC(=O)c2ccccc2)C(=O)N/N=C/c2ccc(C(=O)O)cc2)cc1
 : -3.5, 25.4, -4.8, -6.4, -1.2, 13.5, -1.9, -3.1, 6.8
> O=C(Nc1ccc(N2CCCC2)cc1)C(Cl)c1ccccc1 (centres undefined)
 : -3.1, 4.2, 1.5, x, -1.6, -4.1, 10.9, 8.0, -10.0
> CN(C)S(=O)(=O)c1ccc(C(=O)OCn2nnc3ccccc3c2=O)cc1
 : -0.9, -2.8, 2.1, x, 2.0, 0.8, 1.5, -18.6, 9.8
> Cc1ccc(C)n1CCN1CCN(C(=O)CC#N)CC1
 : -2.3, -4.4, -1.9, -4.4, 0.3, 2.1, 5.9, 15.4, 2.1
> O=C(c1ccccc1)N1CCN(CC(O)COc2ccc(Br)cc2)CC1 (centres undefined)
 : 0.3, -8.1, -5.1, -5.8, -1.9, 11.0, -5.5, 3.0, 3.1
> Cc1ccc(S(=O)(=O)N(C)c2ccc(C(=O)NCc3ccccc3F)cc2)cc1
 : x, x, 0.6, -3.6, x, 2.8, x, 3.1, x
> CSc1ccc(/C=C(\NC(=O)c2ccc(C)cc2)C(=O)NN)cc1
 : -2.2, -1.9, x, -4.7, -1.2, -9.7, -8.5, -17.3, 4.3
> COc1cccc(/C(O)=C2/C(=O)C(=O)N(Cc3ccco3)C2c2ccncc2)c1 (centres undefined)
 : -2.2, -7.0, 5.7, -5.3, -0.9, -1.5, 10.7, -2.7, 1.8
> Cc1cccc(NC(=O)c2cc(-c3ccccn3)nc3ccccc23)c1C
 : -4.9, 6.3, 6.9, 9.0, -5.6, 1.7, 11.3, 14.1, 1.8

Record cards, from the list above. Values in the order: IMP-1 inhibitor | NS3 helicase inh | IDE act | GalR3 antag | VIM-2 inhibitor | IDE cell inh | SUMO HTRF inh | CRFBP-R2 block | p-CIP stab down
Results for CCn1c(SCC(=O)Nc2cc(NC(C)=O)ccc2OC)nnc1-c1cccnc1 : 0.4 | 2.7 | 1.2 | 1.1 | 1.5 | 1.0 | -12.1 | -6.6 | 1.9
Results for Cc1ccc(-n2ncc3c(SCc4ccccc4)ncnc32)cc1 : -3.0 | -12.7 | -1.0 | 2.4 | -2.2 | -9.1 | 7.3 | 2.9 | 2.9
Results for CCc1cccc(NC(=O)CN(C)C2=NS(=O)(=O)c3ccccc32)c1 : x | x | 5.3 | -4.8 | x | -6.7 | x | 4.5 | x
Results for Cc1cccc(NC(=O)c2cc(-c3ccccn3)nc3ccccc23)c1C : -4.9 | 6.3 | 6.9 | 9.0 | -5.6 | 1.7 | 11.3 | 14.1 | 1.8
Results for Cn1c(CO)cnc1S(=O)(=O)Cc1ccc([N+](=O)[O-])cc1 : -1.4 | 6.5 | 4.0 | 4.2 | -1.8 | 3.1 | 11.9 | 1.0 | -5.3

Going on with the list.
Results follow in this order: IMP-1 inhibitor, NS3 helicase inh, IDE act, GalR3 antag, VIM-2 inhibitor, IDE cell inh, SUMO HTRF inh, CRFBP-R2 block, p-CIP stab down
> CCCCn1c(N)c(N(CC(C)C)C(=O)C2CCC2)c(=O)[nH]c1=O
 : x, x, 1.8, -6.1, x, 1.2, x, 2.2, x
> Cc1cccc(C(=O)N[C@H](C(=O)NCCc2ccc(Cl)cc2)C(C)C)c1
 : -3.6, -12.7, 2.7, -7.9, -2.0, 2.8, -17.2, -13.9, 2.3
> COc1ccccc1CNC(=O)COC(=O)/C=C/c1ccc(OC(F)F)c(OC)c1
 : x, x, 1.6, -2.4, x, 1.9, x, 4.8, x
> O=C(Nc1nc2ccccc2[nH]1)c1ccc(F)cc1
 : -5.0, -4.9, 8.5, -7.6, -6.3, -3.5, -5.3, 8.1, -3.0
> COc1ccc(NC(=O)CN2CCN(S(=O)(=O)c3ccc(F)cc3)CC2)cc1Cl
 : -3.8, -0.2, -0.9, 1.6, -1.8, -2.7, -3.5, 3.6, -9.1
> CCCc1sc(N2CCCC(C(N)=O)C2)nc1-c1ccccc1 (centres undefined)
 : 0.9, -11.3, -8.4, -4.9, -0.4, 3.7, -15.8, -22.0, -2.5
> COc1ccc(CCNC(=O)C2CC(c3ccc(C(F)(F)F)cc3)=NO2)cc1 (centres undefined)
 : x, x, 3.8, -1.4, x, -3.7, 11.1, -1.0, -7.3
> COc1ccc(-c2nn(-c3ccccc3)cc2C(=O)N(C)CC(=O)Nc2ccc(N3CCOCC3)cc2)cc1
 : x, x, -0.3, 2.7, x, -1.9, x, -2.3, x
> Cc1cc(C(=O)OCC(=O)Nc2cc(S(=O)(=O)N(C)C)ccc2C)c2ccccc2n1
 : -4.6, -7.1, -6.3, 0.3, -1.1, 2.8, -4.6, 0.5, -12.6
> O=C(NCCN1CCCCC1)c1ccco1
 : -4.7, 2.4, 1.3, -0.2, -1.5, 0.6, 3.1, -0.1, -44.1
> CSc1ccccc1NC(=O)C1CC(c2ccccc2O)=NO1 (centres undefined)
 : -5.2, -2.0, 2.5, -1.0, -3.4, 0.0, -5.3, -62.6, -3.9
> COc1ccccc1-n1cnnc1SCC(=O)NCc1cccs1
 : -1.1, 6.3, -0.3, -2.7, -0.8, 1.0, 3.5, 82.5*, -7.7

Copied from the list:
Result of `CSc1ccccc1NC(=O)C1CC(c2ccccc2O)=NO1` (centres undefined) under SUMO HTRF inh: -5.3
Result of `COc1ccc(-c2nn(-c3ccccc3)cc2C(=O)N(C)CC(=O)Nc2ccc(N3CCOCC3)cc2)cc1` under IDE cell inh: -1.9

Screening results: PubChem BioAssay, several laboratories
